KCNK9 block: inhibitors of human KCNK9 two-pore domain potassium channel; Q9NPC2; HEK293 KCNK9, FluxOR thallium flux fluorescence; hits give low values; B-score at 10 µM; 310,000 compounds, 1.2% hits; AID 488922;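 active = ratio B-score over 3 SD below the library mean, with starting fluorescence within 5 SD of its mean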;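 also: negative B-score means less thallium flux so channel inhibition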
Target sequence (Q9NPC2 whole entry, looked up, the tested form may be a part): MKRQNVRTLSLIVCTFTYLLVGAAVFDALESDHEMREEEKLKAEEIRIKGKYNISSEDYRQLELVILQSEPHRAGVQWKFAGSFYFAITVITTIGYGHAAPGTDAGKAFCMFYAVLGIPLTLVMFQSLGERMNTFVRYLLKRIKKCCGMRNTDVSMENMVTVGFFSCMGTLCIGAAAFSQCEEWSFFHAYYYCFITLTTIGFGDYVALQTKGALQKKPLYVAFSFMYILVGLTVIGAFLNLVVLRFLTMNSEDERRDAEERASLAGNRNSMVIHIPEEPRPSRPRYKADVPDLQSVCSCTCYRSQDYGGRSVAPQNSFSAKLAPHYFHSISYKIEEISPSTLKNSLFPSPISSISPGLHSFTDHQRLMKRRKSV
MrgX1 agonist: agonists of human MrgX1 receptor | MrgX1-HEK293 cells, Fluo-4 calcium fluorescence, agonist mode; hits give high values | 310,000 compounds, 0.44% hits | B-score at 10 µM;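 active = calcium response B-score plate-corrected fluorescence ratio at least 3 library SD, with starting fluorescence B-score inside 5 SD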
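times = overnight plating, then 30 min 37 °C plus 30 min room-temperature dye loading | assay system = stable human MrgX1 HEK293 cell line | input = fifteen thousand cells per well | signal = kinetic calcium dye fluorescence, Fluo-4 NW | dosing = compound delivered in addition one of three | read-out = B-scored fluorescence response ratio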
RGS4 inh: human RGS4 inhibition; AID 463165; HEK293 M3R/RGS4 inducible, Fluo-4 calcium flux; hits give high values; triggered by carbachol at its EC20; P49798; B-score at 10 µM; 310,000 compounds, 0.45% hits;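 active = B-score, a plate-corrected calcium signal, over three deviations above library mean, with baseline fluorescence within five deviations of library mean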;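 also: RGS4 expression induced by doxycycline in cells with stable M3 receptor; B-score is computed from the integrated fluorescence ratio over baseline after carbachol; higher B-score means a larger calcium signal and so more RGS4 inhibition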
Target sequence (P49798 whole entry, looked up): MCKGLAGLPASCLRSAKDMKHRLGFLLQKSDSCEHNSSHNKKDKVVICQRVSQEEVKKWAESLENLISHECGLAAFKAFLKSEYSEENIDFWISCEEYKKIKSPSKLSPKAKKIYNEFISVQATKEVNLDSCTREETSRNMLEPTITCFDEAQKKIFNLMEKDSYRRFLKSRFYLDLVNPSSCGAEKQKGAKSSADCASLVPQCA
KCNQ1 act: human KCNQ1 channel potentiation or activation. P51787. CHO-K1 KCNQ1, thallium flux FluxOR fluorescence; hits give high values. B-score at 10 µM. 310,000 compounds, 0.35% hits;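 active = fluorescence ratio B-score, a plate-corrected score, at least three library SD, with initial intensity B-score within 5 SD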
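Assay system: stable KCNQ1 CHO-K1 line; medium: assay buffer, equal DMSO in all wells; timing: 90 min dye loading and 20 min compound exposure, both at room temperature; technique: kinetic FluxOR thallium fluorescence, 10-s 1-Hz baseline, 110-s post-stimulus read; read-out basis: B score of baseline-normalized fluorescence ratio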
KCNQ1 inh: blocks the human KCNQ1 potassium channel | P51787 | CHO-K1 KCNQ1, FluxOR thallium flux fluorescence; hits give high values | B-score at 10 µM | 310,000 compounds, 1.3% hits;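 active = compounds whose thallium flux B-score, printed positive for inhibition, exceeds three library SD while starting fluorescence stays within three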;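 also: channel opened by potassium depolarization with thallium stimulus after 20 min compound exposure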
KCNK3 inh: human KCNK3 channel inhibition, primary screen | CHO-KCNK3 thallium flux, FluxOR fluorescence; hits give low values | B-score at 10 µM | 340,000 compounds, 0.84% hits | AID 602410;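 active = B-score under library mean minus 4 SD, starting fluorescence ratio at most library mean plus 5 SD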;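 also: more negative B-score means stronger inhibition of thallium flux through KCNK3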
Target sequence (O14649 whole entry, looked up): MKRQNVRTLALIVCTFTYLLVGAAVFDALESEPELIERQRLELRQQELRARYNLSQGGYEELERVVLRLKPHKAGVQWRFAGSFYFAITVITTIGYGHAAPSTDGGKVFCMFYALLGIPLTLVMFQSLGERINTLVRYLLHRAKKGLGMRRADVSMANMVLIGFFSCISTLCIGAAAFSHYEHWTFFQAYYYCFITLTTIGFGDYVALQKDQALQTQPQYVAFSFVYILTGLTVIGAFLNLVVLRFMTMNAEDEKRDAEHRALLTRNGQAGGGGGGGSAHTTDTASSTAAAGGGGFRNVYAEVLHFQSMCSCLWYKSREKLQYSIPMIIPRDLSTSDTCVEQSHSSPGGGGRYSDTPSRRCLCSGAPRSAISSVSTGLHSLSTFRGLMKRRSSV
hERG rescue: compounds protecting human hERG from proarrhythmic drug block | activation (rescue from dofetilide block), less the hit threshold, % at 10 µM | 310,000 compounds, 0.51% hits | Q12809 | CHO-hERG, FluxOR thallium flux, dofetilide IC70 present;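 active = activation above the mean of controls blocked by dofetilide plus 5 SD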;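 also: thallium influx through hERG after potassium depolarization seen as dye fluorescence rise; in these data hits start at about 4.7%; inactives centre near -7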
ANO1 block: blocks the mouse calcium-activated chloride channel TMEM16A; Q8BHY3; HEK293 TMEM16A/YFP iodide influx fluorescence, ionomycin; normalized B-score (activity score, 25-100; higher = stronger inhibition) at 10 µM; 310,000 compounds, 1.2% hits; AID 588511;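 active = ratio plate-corrected score three or more library SD toward inhibition, starting fluorescence score within five deviations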;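 also: score derived from kinetic fluorescence span divided by baseline fluorescence per well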
ANO1 activ: activates or potentiates the mouse TMEM16A chloride channel. HEK293 TMEM16A/YFP-H148Q/I152L, iodide quench fluorescence; hits give low values. B-score at 10 µM. 340,000 compounds, 0.3% hits. AID 623877;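 active = fluorescence-ratio B-score plate-corrected deviation score at least 3 library SD below zero, with starting fluorescence score within 5 deviations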;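 also: channel opened by trigger with iodide after compound preincubation; score built on the fluorescence ratio of max minus min over baseline; more negative score means more quench and so TMEM16A activation or potentiation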
RGS4 pot: RGS4 potentiation or activation. 310,000 compounds, 0.92% hits. B-score at 10 µM. HEK293 M3R/inducible RGS4, carbachol calcium flux Fluo4; hits give low values. AID 463111;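 active = B-score of the integrated calcium signal more than 4 SD below the library mean, with starting fluorescence not abnormally high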;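 also: negative B-score means reduced calcium response which marks RGS4 activation or potentiation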
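Material: Inducible-RGS4 HEK293 cells carrying M3 receptor; also added: carbachol at ECmax as muscarinic agonist stimulus; incubation: compound preincubation 20 min at room temperature before agonist; signal: Fluo4-AM (2 µM) calcium-flux fluorescence, kinetic read; measure: integrated calcium ratio converted to B score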
MrgX1 PAM: allosterically activates human MrgX1 receptor signaling; MrgX1-HEK293, Fluo-4 calcium flux, FDSS; hits give high values; B-score at 10 µM; 310,000 compounds, 0.63% hits;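 active = plate-corrected calcium response at least 3 library SD above typical, normal starting fluorescence, not activating the receptor alone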;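 also: compound read alongside a low EC10 to EC30 dose of BAM8-22 agonist; peak minus trough fluorescence over baseline measured at the second addition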
The depositor's hits bear a star; i = inactive; / = not tested or not shown.

Compound | KCNK9 block | MrgX1 agonist | RGS4 inh | KCNQ1 act | KCNQ1 inh | KCNK3 inh | hERG rescue | ANO1 block | ANO1 activ | RGS4 pot | MrgX1 PAM
CCN(C(=O)Cc1c(C(=O)O)n(CC)c2ccccc12)c1cccc(C(F)(F)F)c1 | i | i | i | i | i | i | -5 | i | i | i | i
NC(=O)c1ccc(Br)c(S(=O)(=O)N2CCCCC2)c1 | i | i | i | i | i | i | -11 | i | i | i | i
N#Cc1c(-c2ccccc2)cc(C2CC2)nc1N | i | i | i | i | i | i | -7 | i | i | i | i
Nc1nc(SCC(=O)N2CCCC2)[nH]c(=O)c1-c1ccccc1 | i | i | i | i | i | i | -5 | i | i | i | i
CCOC(=O)C(CCCCCCP(=O)(c1ccccc1)c1ccccc1)NC(C)=O (centres undefined) | i | i | i | i | i | i | -1 | i | i | i | i
Cc1ccc(OCC(=O)NCc2ccccc2)c([N+](=O)[O-])n1 | i | i | i | i | i | i | -3 | i | i | i | i
COc1cccc(-n2nnc3c(=O)n(Cc4ccc(Cl)cc4)cnc32)c1 | i | i | i | i | i | i | -6 | i | i | i | i
Nc1ccc2oc(-c3cccs3)nc2c1 | i | i | i | i | i | i | -12 | i | i | i | i
CC(NC(=O)CN1C(=O)COc2ccccc21)c1ccccc1 (centres undefined) | i | i | i | i | i | i | -2 | i | i | i | i
Cc1cc(C(F)(F)F)n2nc(-c3cnn(C)c3C(F)(F)F)cc2n1 | i | i | i | i | i | i | -14 | i | i | i | i
COc1cccc(C(=O)CSc2nnc(COc3cccc4cccnc34)o2)c1 | i | i | i | i | i | i | -10 | i | i | i | i
O=C(Cc1ccc(Cl)cc1)N1CCN(c2ccc(F)cc2)CC1 | i | i | i | i | i | i | -8 | i | i | i | i
O=C(Cn1nc(C(=O)O)c2ccccc2c1=O)Nc1ccc(F)cc1F | i | i | i | i | i | i | -8 | i | i | i | i
CCOC(=O)N1CCN(c2c(N3CCc4ccccc4C3)c(=O)c2=O)CC1 | / | i | / | / | / | i | / | i | i | / | i
O=C(N/N=C/c1cc(Cl)ccc1O)c1ccccc1Br | i | i | i | i | i | i | -2 | i | i | i | i
CC1(C)CC(=O)C=C(N2CCCC2)C1 | i | i | i | i | i | i | -8 | i | i | i | i
COC(=O)c1cc(C(=O)NCCC(C)C)cc([N+](=O)[O-])c1 | i | i | i | i | i | i | -8 | i | i | i | i
CCn1ncc(/C=C/C(=O)c2ccccc2)c1C | i | i | i | i | i | i | -3 | i | i | i | i
CC1(C)CC(CCNC(=O)c2ccco2)CC(C)(C)N1 | i | i | i | i | i | i | -8 | i | i | i | i
COc1ccc(C(=O)NCCN2CCCC2)cc1OC | i | i | i | i | i | i | -9 | i | i | i | i
Cc1ccc2cc(CN(CC(C)C)S(=O)(=O)c3ccccc3)c(=O)[nH]c2c1 | i | i | i | i | i | i | -3 | i | i | i | i
CCCOc1ccc(C(C)(O)CN2CCOCC2)cc1 (centres undefined) | i | i | i | i | i | i | -14 | i | i | i | i
COc1ccc2nc3c(nc2c1)CCCC3 | i | i | i | i | i | i | -5 | i | i | i | i
Cc1nc2scc(C)n2c(=O)c1S(=O)(=O)NCCc1ccc(Cl)cc1 | i | i | i | i | i | i | -7 | i | i | i | i
O=C(NCCc1ccc(Cl)cc1)C1CCC(=O)N(C2CCCCCC2)C1 (centres undefined) | i | i | i | i | i | i | -8 | i | i | i | i
Cc1cc(OCC(=O)Nc2ccc(N3CCN(C)CC3)cc2)ccc1Cl | i | i | i | i | i | i | -13 | i | i | i | i
Cc1cc(C)c(NC(=O)COc2nncc3ccccc23)c(C)c1 | i | i | i | i | i | i | -5 | i | i | i | i
Cc1c(C#N)c(O)n(C)c(=O)c1N=Nc1ccc(S(N)(=O)=O)cc1 | i | / | i | i | i | i | -11 | / | i | i | /
COc1c(C)cc(Br)cc1C(=O)O | i | i | i | i | i | i | -9 | i | i | i | i
CCOC(=O)C1CCN(C(=O)CN(Cc2ccccc2)S(C)(=O)=O)CC1 | i | i | i | i | i | i | -5 | i | i | i | i
O=C(CCSCCc1ccccn1)Nc1c(F)c(F)c(F)c(F)c1F | i | i | i | i | i | i | -8 | i | i | i | i
CCOC(=O)Cn1cnc2c(C#N)c3n(c2c1=O)CCCCC3 | i | i | i | i | i | i | -4 | i | i | i | i
O=C(NCCC1=CCCCC1)c1ccc(Cl)c(S(=O)(=O)N2CCCCC2)c1 | i | i | i | i | i | i | -5 | 25* | i | i | i
COc1ccc(CCNC(=O)CCCc2nnc3n(C)c(=O)c4sccc4n23)cc1OC | i | i | i | i | i | i | -6 | i | i | i | i
CCOC(=O)C1Nc2ccc(C(F)(F)F)cc2C2c3ccccc3CC12 (centres undefined) | i | i | i | i | i | i | -4 | i | i | i | i
c1ccc(Cn2c(SCc3cn4cccnc4n3)nnc2-c2ccco2)cc1 | i | i | i | i | i | i | -8 | i | i | i | i
Cc1cc(C(=O)N/N=C/c2cc(Br)ccc2OC(=O)c2ccc(Br)cc2)n[nH]1 | i | i | i | i | i | / | -3 | i | / | i | i
COc1ccccc1/C=N/Nc1nncc2ccccc12 | i | i | i | i | i | i | -6 | i | i | i | i
NC(=O)N/N=C/c1c(O)ccc2oc3c(c12)CCCC3 | i | i | i | i | i | i | -14 | i | i | i | i
CCOC(=O)C1CCN(S(=O)(=O)C(F)(F)c2nc3ccccc3s2)CC1 | i | i | i | i | i | i | -4 | 100* | i | i | i
Cc1ccc(S(C)(=O)=NC(=O)NC(=O)c2c(F)cccc2Cl)cc1 (centres undefined) | i | i | i | i | i | i | -1 | i | i | i | i
Cc1ccc(S(=O)(=O)Oc2ccc(/C=N/NC(=O)c3nn(C)cc3Cl)cc2)cc1 | i | i | i | i | i | i | -16 | i | i | i | i
Cc1ccc(Nc2nc(/N=C/NO)n[nH]2)cc1C | i | i | i | i | i | i | -12 | i | i | i | i
COc1ccc(C(=O)NCCc2nnc3ccc(SCC(=O)NCc4ccc(F)cc4)nn23)cc1 | i | i | i | i | i | i | -9 | i | i | i | i
CCC1(c2ccccc2)NC(=O)N(CC(=O)NCc2ccc(OC)cc2)C1=O (centres undefined) | i | i | i | i | i | i | -4 | i | i | i | i
CCN1C(=S)N[C@@H](CCc2ccccc2)C(C(=O)OC)=C1C | i | i | i | i | i | i | -8 | i | i | i | i
Cc1ccc(C(=O)n2nc(C#N)c(C#N)c2N)cc1 | i | i | i | i | i | i | -3 | i | i | i | i
C=CCN(c1nc(C)cc(OC)n1)S(=O)(=O)c1ccc(C)cc1 | i | i | i | i | i | i | -7 | i | i | i | i
NS(=O)(=O)c1ccc(CCNC(=O)CSc2nc3ccsc3c(=O)n2CC(=O)O)cc1 | i | i | i | i | i | i | -6 | i | i | i | i
COC(=O)C(CC(=O)c1cccc(OC)c1)c1ccc(F)cc1 (centres undefined) | i | i | i | i | i | i | -9 | i | i | i | i
O=C(NCCCN=C1NS(=O)(=O)c2ccccc21)c1ccco1 | i | i | i | i | i | i | -5 | i | i | i | i
CCOC(=O)C1(CCOc2ccccc2)CCN(Cc2ccc(CO)o2)CC1 | i | i | i | i | i | i | -7 | i | i | i | i
Fc1ccccc1Cc1noc(CN2CCN(c3ccc(Cl)cn3)CC2)n1 | i | i | i | i | i | i | 3 | i | i | i | i
CCCCOc1ccc(C(=O)N(Cc2ccccc2)C2CCS(=O)(=O)C2)cc1 (centres undefined) | i | i | i | i | i | i | -18 | i | i | i | i
CCN(CC)CCCNC(=O)C1c2ccccc2Oc2ccccc21 | i | i | i | i | i | i | -9 | i | i | -7.3* | i
Cc1oc(-c2cccc(Cl)c2)nc1CN1CCC(C(=O)N2CCN(c3ccccc3F)CC2)CC1 | i | i | i | i | i | i | -17 | i | i | i | i
COc1ccc(Nc2nc(=O)c3cc([N+](=O)[O-])ccc3s2)cc1 | i | / | i | i | i | i | -3 | / | i | i | /
COc1ccc(C(=O)C(C)[n+]2ccc(-c3nnc4n3CCCCC4)cc2)cc1 (centres undefined) | i | i | i | i | i | i | -9 | i | i | i | i
CCCCN(C)C(=O)c1ccc(S(=O)(=O)N2CCOCC2)cc1 | i | i | i | i | i | i | -6 | i | i | i | i
COc1ccc(C2C3=C(CC(C)(C)CC3=O)Nc3c2c(=O)n(C)c(=O)n3C)cc1OC (centres undefined) | i | i | i | i | i | i | -4 | i | i | i | i

Continuation.
Compound | KCNK9 block | MrgX1 agonist | RGS4 inh | KCNQ1 act | KCNQ1 inh | KCNK3 inh | hERG rescue | ANO1 block | ANO1 activ | RGS4 pot | MrgX1 PAM
CN1/C(=C\C(=O)c2ccco2)c2ccccc2CC1(C)C | i | i | i | i | i | i | -3 | i | i | i | i
OCC1CCCN1C(=S)Nc1ccccc1 (centres undefined) | i | i | i | i | i | i | -1 | i | i | i | i
O=C(Nc1ccccc1)N1CCC(n2c(=O)[nH]c3ccccc32)CC1 | i | i | i | i | i | i | -9 | i | i | i | i
O=C(NCC(=O)N(Cc1cccs1)C(C(=O)NC1CCCCC1)c1ccncc1)c1ccco1 (centres undefined) | i | i | i | i | i | i | -4 | i | i | i | i
CC(C)(C)C1=C(C#N)C(c2cccnc2)C(C#N)=C(N)O1 (centres undefined) | i | i | i | i | i | i | -10 | i | i | i | i
Cc1cccc(NC(=O)CSCC(=O)N2CCCc3ccccc32)c1 | i | i | i | i | i | i | -10 | i | i | i | i
C=CCn1c(SCC(=O)N2CCc3ccccc3C2)nc2sc(C)c(C)c2c1=O | i | i | i | i | i | i | -5 | i | i | -7.9* | i
O=C(Nc1ccc(Br)cc1)c1cccc(N2C(=O)CCC2=O)c1 | i | i | i | i | i | i | -7 | i | i | i | i
Cc1cc(Br)ccc1N=C1NC(=O)CS1 | i | i | i | i | i | i | -9 | i | i | i | i
Cc1cc(=O)n(Cc2ccc(OC(C)C)cc2)c(=S)[nH]1 | i | i | i | i | i | i | -5 | i | i | i | i
COC(=O)c1ccccc1NC(=O)c1cc2sccc2n1C | i | i | i | i | i | i | -9 | i | i | i | i

Screening results deposited in PubChem by Johns Hopkins Ion Channel Center.
